Screening data deposited in PubChem by several laboratories.
TNAP inhibition: human TNAP enzyme inhibitors, biochemical, luminescent (AID 518). purified TNAP enzyme, luminescent substrate readout; higher % means a stronger effect. one-dose inhibition, % at 20 µM; IC50 in µM for titrated hits. actives 0.09% (n = 64,000); in the data active means a potency from the dose series; inactive means the rest, 99 in 100 with inhibition below about 22%;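 further: plate controls were vehicle for no effect and reference inhibitor for full effect; many of its hits are not listed in these tables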
Spn PMK inh: blocks S. pneumoniae phosphomevalonate kinase; purified PMK, PK/LDH-coupled NADH absorbance 340 nm; inhibition, % at 10 µM; actives 0.49% (n = 65,000); AID 539;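 active means top-ranked compounds by inhibition in the single 10 µM screen, taking a fixed number of the strongest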;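 further: 0% = full reaction with DMSO carrier and 100% = background rate without enzyme reaction; no value below 0 was filed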
MK inhibit: inhibitors of Streptococcus pneumoniae mevalonate kinase. inhibition, % at 10 µM. AID 555. actives 0.48% (n = 65,000). purified MK, PK/LDH-coupled NADH absorbance 340 nm;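 active means ranked among the strongest by inhibition in the single 10 µM screen, a fixed top-ranked set picked for dose follow-up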; further: no value below 0 was filed
KRASV12 cytotoxicity: cytotoxicity in KRAS-transformed pancreatic duct cells, primary screen, cell-based, fluorescence, HTS (AID 431); HPDE-C7K KRASV12 cells, Alamar Blue viability, 48 h; higher % means a stronger effect; cytotoxicity, % at 10 µM; hits with a dose series show EC50 in µM; actives 1.7% (n = 63,000);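 active means compounds whose percent cytotoxicity in the single-dose primary screen, scaled between solvent and toxic-drug controls, exceeds 50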;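 further: 0% = DMSO solvent wells and 100% = doxorubicin-treated wells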
HT1080 viability: cytotoxicity in HT1080 fibrosarcoma cells, cell-based, fluorescence readout (AID 620); HT1080 viability, fluorescence; higher % means a stronger effect; one-dose cytotoxicity, % at 10 µM; EC50 in µM for titrated hits; actives 0.42% (n = 87,000);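 further: cells exposed to compound overnight then 4 h with Alamar Blue; 0% = vehicle DMSO and 100% = killing control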
Bfl-1 displacement: displacement of Bid BH3 peptide from Bfl-1 – biochemical, fluorescence polarization, FITC-Bid, mouse, primary screen (AID 432); FITC-Bid BH3 peptide fluorescence polarization displacement; higher % means a stronger effect; one-dose displacement, % at 20 µM; IC50 in µM for titrated hits; actives 0.02% (n = 64,000); in the data active means a potency from the dose series; inactive means the rest, 99 in 100 with displacement below about 15%; further: strong numbers were not always called active
LYP inhibition: LYP phosphatase inhibitors, primary screen, biochemical, DiFMUP fluorescence, recombinant catalytic domain, 10 µM (AID 606); recombinant LYP catalytic domain, DiFMUP fluorescence; higher % means a stronger effect; inhibition, % at 10 µM, or IC50 in µM where a hit was titrated; 52,000 tested, under 10 active;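 active means IC50 under 40 µM in the dose-response test; inactive means IC50 of 40 µM or more, or never dose-tested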
HPDE-C7 cytotoxicity: HPDE-C7 pancreatic duct cell viability loss – fluorescence, HTS (AID 430). HPDE-C7 pancreatic duct cells viability, fluorescence; higher % means a stronger effect. cytotoxicity, % at 10 µM, or EC50 in µM where a hit was titrated. actives 1.8% (n = 63,000);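 further: cells exposed to compound for 48 hours before viability readout; 0% = vehicle and 100% = reference cytotoxic drug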
Spn DPM-DC inh: blocks S. pneumoniae diphosphomevalonate decarboxylase; calls only at 10 µM; purified DPM-DC, PK/LDH coupled NADH fluorescence; actives 0.49% (n = 65,000);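 active means the 320 compounds with the highest percent inhibition in the single-dose primary screen, excluding strongly autofluorescent ones, cut at about 32% in these data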;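 further: kinetic rate of NADH fluorescence loss reporting ADP formed by the decarboxylase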
Spn PMK inh pilot replicates: recorded beside Spn PMK inh, whose call it bears; inhibition, %; measured here: pilot screen replicates
MK inhibit pilot replicates: further read-out of MK inhibit, marked with its call; inhibition, %; measured here: pilot screen replicates
Spn DPM-DC inh pilot screen %: recorded beside Spn DPM-DC inh, whose call it bears; inhibition, %; measured here: pilot screen trials
* hit, by the source's call; i = inactive; x = not tested or not shown; + = active, no number. Unless noted, no stated cut-off is given here; in the data, active means cytotoxicity above about 50%; inactive means the rest. No enrichment for hits. About 3.6% of those tested had a hit in this group.

SMILES | TNAP inhibition | Spn PMK inh | MK inhibit | KRASV12 cytotoxicity | HT1080 viability | Bfl-1 displacement | LYP inhibition | HPDE-C7 cytotoxicity | Spn DPM-DC inh | others
O=C(COc1ccc2ccccc2c1Br)N1CCN(c2ccccn2)CC1 | 3% | 7 | 6 | -2% | 6% | 2% | -5% | 9% | i
COc1ccc(CCNC(=O)CN(c2ccc(OC)c(OC)c2)S(C)(=O)=O)cc1 | 5% | 0 | 8 | -1% | -5% | -4% | 5% | -4% | i
c1ccc(CNc2ncnc3nc[nH]c23)nc1 | 15% | 9 | 0 | 2% | -1% | -8% | 2% | 2% | i
O=C(Nc1ccccc1)C1CCN(c2nccs2)CC1 | 7% | 3 | 4 | 6% | -4% | -6% | x | -1% | i
COc1ccc2oc(=O)c(C(=O)N3CCN(c4ccc(F)cc4)CC3)cc2c1 | 9% | 4 | 6 | -6% | -12% | -8% | 4% | -12% | i
N#Cc1nc(-c2ccc(OCc3ccc(Cl)cc3)cc2)oc1NCCCn1ccnc1 | 0% | 4 | 1 | -16% | -5% | -10% | 1% | 0% | i
CCOC(=O)c1c(NC(=O)CSc2ncn[nH]2)sc(C)c1C | -1% | 9 | 13 | x | 19% | -6% | -10% | x | i
Cc1cc(N2CCOCC2)c2c(N)c(Br)cc(C)c2n1 | 5% | 9 | 3 | 6% | -1% | -7% | x | 20% | +
CCc1ccc(S(=O)(=O)NCc2cn3cccc(C)c3n2)s1 | 7% | 21 | 0 | -2% | -2% | -3% | 15% | -7% | i
CCOC(=O)CC1(C)NC(=O)c2c(C)sc(C(=O)OCC)c2N1 (stereo unspecified) | 9% | 9 | 8 | x | 5% | -2% | x | x | x
COc1ccc(NC(=O)CCCN2C(=O)CCC2=O)cc1Cl | 16% | 0 | 4 | -15% | 1% | 0% | -9% | -7% | i
Cc1cccc(-c2nc(CS(=O)CC(=O)N3CCCCC3)c(C)o2)c1 (stereo unspecified) | -3% | 4 | 5 | 6% | 1% | -5% | 4% | 6% | i
CCN(CC)c1cccc(OC2=NS(=O)(=O)c3ccccc32)c1 | 7% | 11 | 7 | 16% | -4% | -5% | 14% | 29% | i
N#CC12C(N)=NC3(OCCO3)C1(C#N)C1=C(CCC1)NC2c1ccccc1 (stereo unspecified) | 7% | 10 | 12 | 2% | -4% | 0% | x | -9% | i
CCN1CCN(S(=O)(=O)c2cc(C)c(OC)cc2C)CC1 | 3% | 5 | 12 | 20% | -2% | -6% | x | 6% | i
NC1=NC(c2cn(-c3ccccc3)nc2-c2cccs2)n2c(nc3ccccc32)N1 (stereo unspecified) | -61% | 8 | 3 | 34% | -10% | -9% | 0% | 55%* | i
CCn1cc(C(=O)N2CCn3c(nc4ccccc43)C2)c(=O)c2ccc(C)nc21 | 9% | 10 | 5 | -2% | -7% | 0% | -3% | 3% | i
C/C(Nc1cccc(F)c1)=C(/C#N)C(N)=O | 8% | 13 | 11 | -12% | 5% | 2% | 8% | -9% | i | Spn PMK inh pilot replicates=4.0;MK inhibit pilot replicates=1.0;Spn DPM-DC inh pilot screen %=0.0
CC1CCN(Cc2nc3c(c(=O)n(C)c(=O)n3C)n2Cc2c(F)cccc2Cl)CC1 | x | 12 | 6 | x | -8% | x | 9% | x | i
COc1ccc(OC)c2c(N3CC(C)OC(C)C3)cc(C(F)(F)F)nc12 (stereo unspecified) | 2% | 20 | 5 | -2% | 0% | 2% | x | -11% | i
CCCOc1ccccc1C(=O)NCCCC(=O)O | 6% | 1 | 9 | -9% | 1% | 0% | -4% | 7% | i
CCOC(=O)Nc1cc(OCC)c(NC(=O)C2CC2)cc1OCC | 14% | 9 | 13 | 3% | 11% | -4% | 8% | -5% | i | Spn PMK inh pilot replicates=4.0;MK inhibit pilot replicates=0.0;Spn DPM-DC inh pilot screen %=0.0
COC(=O)c1ccccc1NC(=O)c1cccc(NC(=O)c2ccc(Br)o2)c1C | 3% | 2 | 3 | -2% | -1% | 2% | 5% | -12% | i
COc1ccccc1C(=O)C(O)c1ccccc1OC (stereo unspecified) | 13% | 0 | 4 | 2% | -4% | 2% | 15% | -4% | i
COc1ccc(CCNc2oc(COc3ccccc3F)nc2C#N)cc1 | 5% | 14 | 2 | 24% | -1% | -5% | 3% | -4% | i
O=C(c1ccco1)N(Cc1ccco1)c1ccc(O)cc1 | 10% | 9 | 9 | -1% | 0% | -5% | 8% | -4% | i
CCOc1nc(C)ccc1-c1noc(-c2ccccc2OC)n1 | 8% | 0 | 0 | -20% | -2% | -17% | 6% | -11% | i
O=C(NCc1ccccc1)c1c(O)c2cccc3c2n(c1=O)CCC3 | 15% | 11 | 8 | -20% | 14% | -6% | 8% | -12% | i
COc1ccccc1N1CCN(CC(=O)Nc2c(C)n[nH]c2C)CC1 | 8% | 0 | 0 | 1% | 2% | 0% | 4% | 7% | i
O=C(C1CCN(S(=O)(=O)c2cccc3nsnc23)CC1)N1CCc2ccccc21 | 12% | 17 | 9 | 1% | -6% | -4% | 8% | 1% | i
CCCCN(C)Cc1c(O)ccc2c(-c3ccccc3)cc(=O)oc12 | 12% | 13 | 4 | 11% | 12% | -10% | 1% | -15% | x | Spn PMK inh pilot replicates=1.0;MK inhibit pilot replicates=0.0
COC(=O)C1=C(N)Oc2cc(C)n(CCc3ccccc3)c(=O)c2C1c1cccnc1 (stereo unspecified) | 8% | 11 | 8 | x | -1% | -5% | x | x | i
COc1ccc(S(=O)(=O)Nc2cc(C)c(O)cc2C(C)C)cc1 | 4% | 0 | 15 | -13% | -1% | 2% | 6% | -4% | i
CCCCn1c(SCC(=O)Nc2nnc(C)s2)nnc1-c1ccoc1C | 10% | 13 | 5 | 16% | -6% | -10% | x | 4% | i
OCCNc1cc(-n2nc(-c3ccccc3)cc2-c2ccccc2)ncn1 | 4% | 6 | 7 | -4% | -7% | 0% | -12% | -9% | i
CCn1ncc(C2=NOC(C(=O)Nc3c(C)nn(Cc4ccc(F)cc4)c3C)C2)c1C (stereo unspecified) | 6% | 2 | 0 | -6% | -11% | 3% | -1% | 25% | i
O=C(C1CCCN(S(=O)(=O)c2cccs2)C1)N1CCc2ccccc2C1 (stereo unspecified) | 12% | 4 | 0 | 7% | 21% | 0% | 10% | -1% | i | Spn PMK inh pilot replicates=2.5;MK inhibit pilot replicates=0.0;Spn DPM-DC inh pilot screen %=0.0
Cc1ccc(-c2nn(C)c(=O)c3ccccc23)cc1S(=O)(=O)NCCN1CCOCC1 | 13% | 4 | 9 | -2% | 0% | -9% | 4% | -4% | i | Spn PMK inh pilot replicates=0.0;MK inhibit pilot replicates=1.0;Spn DPM-DC inh pilot screen %=0.0
Cn1c(=O)c2c(nc(N3CCCC3)n2CC(O)CO)n(C)c1=O (stereo unspecified) | 9% | 12 | 0 | 6% | 29% | -6% | 11% | -17% | i
O=C(c1ccc(Br)o1)N1CCN(c2ccccn2)CC1 | 15% | 6 | 7 | -6% | -6% | 0% | x | 6% | i
CC(C)C1C2=C(CC(C)(C)CC2=O)ON1c1ccccc1 (stereo unspecified) | 8% | 0 | 4 | -18% | -20% | -3% | 4% | -31% | x | Spn PMK inh pilot replicates=2.5;MK inhibit pilot replicates=3.5
CCCCC1CCC(/C(N)=N/O)CC1 (stereo unspecified) | 6% | 10 | 6 | -19% | -10% | 2% | 19% | -24% | i
c1ccc(-c2nc(CSc3nnc(-c4cccs4)o3)cs2)cc1 | 9% | 16 | 13 | 4% | 2% | -6% | x | -2% | i
N#CCCn1c(SCC(=O)c2c[nH]c3ccccc23)nc2ccccc21 | 7% | 1 | 12 | 9% | 12% | -4% | x | -7% | i
O=C(CCCCCN1C(=O)CCC1=O)NCc1ccccc1 | 4% | 8 | 6 | -8% | 2% | 4% | 13% | -11% | i | Spn PMK inh pilot replicates=3.5;MK inhibit pilot replicates=0.5;Spn DPM-DC inh pilot screen %=0.0
COc1ccccc1NC(=O)C1=C(C)NC(=O)NC1c1cccc(OC)c1OC (stereo unspecified) | 2% | 10 | 3 | x | -3% | -1% | 6% | x | i
Cc1ccccc1-c1nnc(-c2ccc(Br)cc2)o1 | 1% | 7 | 5 | 0% | 1% | 2% | -3% | -7% | i
O=C(c1nc2ncccn2n1)N1CCN(c2ccc(F)cc2)CC1 | 11% | 3 | 12 | -10% | -6% | 5% | 17% | -15% | i
CCN(CC)S(=O)(=O)c1ccc(NC2c3ccccc3C(=O)N2CCN2CCOCC2)cc1 (stereo unspecified) | 4% | 5 | 0 | 0% | x | 1% | -3% | -1% | i | Spn PMK inh pilot replicates=0.0;MK inhibit pilot replicates=0.0;Spn DPM-DC inh pilot screen %=0.0
CCOc1ccc(-n2ccnc2SCC(=O)Nc2nnc(C)s2)cc1 | 4% | 0 | 4 | 2% | 1% | -10% | x | -9% | i
O=C(Cn1nc(-c2ccccc2)ccc1=O)NCc1ccc2c(c1)OCO2 | 3% | 20 | 0 | -5% | 4% | -3% | 13% | -1% | i
Cc1ccc(C(=O)c2cncc(Br)c2)cc1 | 8% | 0 | 3 | -12% | 1% | 1% | 6% | -14% | i
COc1cc(CNc2cccc(F)c2)cc(Br)c1O | 9% | 0 | 18 | 2% | 2% | -6% | -8% | -1% | i
COc1ccc(CN(Cc2nc3ccccc3c(=O)[nH]2)C(=O)NC2CCCCC2)cc1 | 14% | 0 | 5 | 10% | 3% | -10% | -6% | -8% | i | Spn PMK inh pilot replicates=8.5;MK inhibit pilot replicates=0.0;Spn DPM-DC inh pilot screen %=0.0
CCOC(=O)c1c(C)[nH]c(C(=O)COc2ccc3c(c2)OCO3)c1C | 13% | 16 | 0 | x | -2% | -4% | 16% | x | i
Cc1ccc(CNc2ccc(N3CCOCC3)cc2)s1 | -7% | 16 | 6 | 9% | 18% | 3% | 0% | 14% | i
CCC(c1nnnn1C1CCCC1)N1CCN(c2ccccc2)CC1 (stereo unspecified) | 2% | 14 | 0 | -15% | -6% | -4% | 0% | 2% | i
O=C(CNC(=O)c1ccco1)OCC(=O)c1ccccc1 | 13% | 8 | 14 | x | -4% | -3% | 1% | x | i
CCOc1ccc(C2CC(c3ccc(F)cc3)n3ncnc3N2)cc1 (stereo unspecified) | 4% | 11 | 7 | 3% | -6% | 0% | 17% | -7% | i
O=C(Cc1coc(-c2ccc(F)cc2)n1)N1CCOCC1 | 6% | 32* | 0 | -2% | 3% | -6% | 2% | -1% | i

Not a retest: two of the compounds above.
SMILES | TNAP inhibition | Spn PMK inh | MK inhibit | KRASV12 cytotoxicity | HT1080 viability | Bfl-1 displacement | LYP inhibition | HPDE-C7 cytotoxicity | Spn DPM-DC inh | others
COc1ccccc1NC(=O)C1=C(C)NC(=O)NC1c1cccc(OC)c1OC (stereo unspecified) | 2% | 10 | 3 | x | -3% | -1% | 6% | x | i
Cc1ccccc1-c1nnc(-c2ccc(Br)cc2)o1 | 1% | 7 | 5 | 0% | 1% | 2% | -3% | -7% | i
